Screening data as filed in PubChem.
GPR35 antagonists – inhibition of zaprinast-stimulated GPR35 beta-arrestin translocation – imaging, U2OS, beta-arrestin-GFP, zaprinast agonist, primary screen (AID 2058); inhibition, % at 10 µM, or IC50 in µM where a hit was titrated; U2OS GPR35 beta-arrestin-GFP translocation imaging, zaprinast antagonism; higher % means a stronger effect; 290,000 tested, 0.052% active;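 active means inhibition of at least 50% with at least 30 cells and total cytoplasm GFP at most 10,000,000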
GPR55 antagonists – inhibition of LPI-stimulated GPR55 beta-arrestin translocation – imaging, U2OS, beta-arrestin-GFP, LPI agonist, primary screen (AID 2013) | inhibition, % at 10 µM, or IC50 in µM where a hit was titrated | U2OS GPR55 beta-arrestin-GFP translocation imaging, LPI antagonism; higher % means a stronger effect | 290,000 tested, 0.13% active;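 active means spots per cell inhibited over 60%, with over 100 cells counted and total cytoplasm intensity under 500,000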;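 further: U2OS cells stably carrying GPR55 and arrestin-GFP stimulated by 5 µM LPI near EC80; imaged beta-arrestin-GFP aggregate spots per cell after agonist stimulation; plate controls were LPI-stimulated DMSO wells for no effect and DMSO wells without LPI for full effect; some results filed as inactive read as strong as hits; confirmed hits need IC50 under 10 µM and bright autofluorescent wells are also inconclusive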
MgcRacGAP inhibition – MgcRacGAP GTPase-activating activity inhibitors, confirmation, biochemical, ADP Hunter fluorescence; MgcRacGAP-stimulated Rac1 GTP hydrolysis, ADP Hunter fluorescence; higher % means a stronger effect; GST-tagged Rac1 F28L mutant substrate; inhibition, % at 30 µM; hits with a dose series show IC50 in µM; 340,000 tested, 0.6% active;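 active means first-screen hits whose inhibition reached a set limit at any dose in the follow-up dose series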;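 further: fluorescence reports GDP produced by GAP-driven GTP hydrolysis; strong numbers were not always called active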
KOR beta-arrestin-1 – KOR agonists, beta-arrestin recruitment, primary screen, cell-based, luminescence, uHTS (AID 1777). KOR beta-arrestin recruitment, luminescence; higher % means a stronger effect. 280,000 tested, 0.02% active. one-dose activation, % at 10 µM; EC50 in µM for titrated hits; in the data active means activation above about 50%, passing the limit was not always enough; further: a part of the inactive calls stands beside numbers as strong as those of hits
K1F lysis inhibition – protection from phage-mediated lysis, alamar blue read-out – E. coli UTI89, K1F phage, bacterial capsule biogenesis inhibitors (AID 488966); E. coli UTI89 K1F phage lysis, alamar blue, 2 h; higher % means a stronger effect; one-dose inhibition, % at 100 µM; IC50 in µM for titrated hits; 340,000 tested, 0.02% active;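 active means phage lysis inhibition, versus mean bacterial control, above a set limit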;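 further: capsule biogenesis inhibitors block K1F phage lysis so surviving cells raise fluorescence; higher fluorescence means more inhibition of phage lysis; actives were called in the ten point dose series up to 300 µM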
NOD1 NF-kB reporter – inhibition of NOD1-driven NF-kB reporter – cell-based, luminescence, uHTS, primary screen (AID 1578). one-dose inhibition, % at 4 µM; EC50 in µM for titrated hits. NOD1-driven NF-kB luciferase reporter cells, luminescence; higher % means a stronger effect. 290,000 tested, 1% active; in the data active means inhibition mostly above about 36%, no sharp cut-off; inactive means mostly below about 34%;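 further: HEK-293T reporter cells stimulated with the NOD1 agonist gamma-tri-DAP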
KOR beta-arrestin-2 – kappa opioid receptor blockers – cell-based, luminescence, uHTS (AID 1778) | KOR beta-arrestin recruitment, luminescence, antagonist mode; higher % means a stronger effect | 290,000 tested, 0.091% active | one-dose inhibition, % at 10 µM; IC50 in µM for titrated hits; in the data active means inhibition above about 50%; further: strong numbers were not always called active
NTR1 agonist – agonists of NTR1, primary screen, imaging, U2OS cells, beta-arrestin-GFP, high content (AID 493036). P30989. NTR1-U2OS beta-arrestin-GFP spot imaging, agonist mode. activation, % at 20 µM. 330,000 tested, 0.17% active;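 active means activation at or above 40% of the spot to cytoplasm intensity ratio, with at least 20 cells analyzed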;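 further: 0% = DMSO without peptide and 100% = 100 nM NTR1 peptide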
Target sequence (P30989 whole entry, looked up): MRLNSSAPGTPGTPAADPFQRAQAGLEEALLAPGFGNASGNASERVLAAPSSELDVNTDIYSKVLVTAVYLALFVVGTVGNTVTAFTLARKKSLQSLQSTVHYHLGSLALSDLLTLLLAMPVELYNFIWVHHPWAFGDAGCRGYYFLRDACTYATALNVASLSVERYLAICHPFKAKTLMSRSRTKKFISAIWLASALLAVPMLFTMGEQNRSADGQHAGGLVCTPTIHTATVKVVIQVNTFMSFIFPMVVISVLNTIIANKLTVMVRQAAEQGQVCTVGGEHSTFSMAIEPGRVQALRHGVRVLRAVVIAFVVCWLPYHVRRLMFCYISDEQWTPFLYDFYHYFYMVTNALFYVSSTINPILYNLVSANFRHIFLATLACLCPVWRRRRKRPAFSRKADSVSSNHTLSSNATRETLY
GPR55 beta-arrestin – GPR55 agonists via beta-arrestin recruitment, primary screen, imaging, U2OS cells, beta-arrestin-GFP redistribution (AID 1961); 290,000 tested, 0.048% active; activation, % at 10 µM; hits with a dose series show EC50 in µM; U2OS GPR55 beta-arrestin-GFP redistribution imaging; higher % means a stronger effect;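 active means activation above 40% with more than 50 cells counted in the well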;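 further: U2OS osteosarcoma cells stably expressing GPR55 and beta-arrestin-GFP; plate controls were DMSO negative control for no effect and LPI positive control for full effect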
NTR1 agonist cell count 20 µM – further read-out of NTR1 agonist, marked with its call; cell count; measured here: cell count, cytotoxicity flag
An asterisk follows results filed as active; x = no result given; [ ] = dose if it differs, or a comment.

SMILES	GPR35 antagonists	GPR55 antagonists	MgcRacGAP inhibition	KOR beta-arrestin-1	K1F lysis inhibition	NOD1 NF-kB reporter	KOR beta-arrestin-2	NTR1 agonist	NTR1 agonist cell count 20 µM	GPR55 beta-arrestin
C=CCOn1c(=O)c(-c2ccc(C)cc2)[n+]([O-])c2ccccc21	3%	4%	2%	-2.1%	-0.2%	-7%	5%	0.3	97	0.0%
COc1ccc(/C=C/C(=O)OCC(=O)Nc2ccc(N3CCOCC3)cc2)cc1OC	15%	5%	12%	1.3%	1.7%	1%	12%	0.8	52	-0.4%
COC(=O)c1c(C)[nH]c(C(=O)/C=C/c2ccccc2)c1C	11%	10%	7%	-4.9%	-0.1%[50 µM]	-35%	-16%	3.0	67	0.2%
O=C(N/N=C/c1ccc([N+](=O)[O-])o1)C1CC1	-10%	8%	3%	-1.3%	0.4%	-8%	6%	-0.3	39	0.8%
CC(=O)N1CCc2cc(NS(=O)(=O)c3cccs3)ccc21	-16%	-4%	1%	-0.4%	-0.4%	7%	-35%	-1.0	36	0.3%
COCCn1c(=O)[nH]c2cc(C(=O)N3CCN(c4ccccc4F)CC3)ccc2c1=O	7%	-17%	5%	0.9%	0.2%	-18%	-42%	-0.6	41	-0.1%
Cc1ccccc1N(CC(=O)NCCSC1CCCCC1)S(=O)(=O)c1ccccc1	-3%	15%	-2%	0.3%	-0.7%	11%	8%	7.2	76	0.7%
CN(NC(=O)c1ccccc1)c1ncc(C(F)(F)F)cc1Cl	7%	-7%	x	x	x	-3%	2%	-0.2	53	0.5%
CC1CCN(CC(=O)NNC(=O)c2cccc(Br)c2)CC1	-1%	11%	-1%	3.9%	-0.4%	26%	0%	-1.9	41	1.2%
CC1(C)CCCN(C(=O)c2coc(=O)c(Br)c2)C1	-15%	-9%	21%	14%	0.1%	-37%	-28%	x	x	-0.1%
COc1cccc(/C=N/NC(=O)CC(=O)NCCc2ccc(OC)c(OC)c2)c1	7%	0%	9%	-4.3%	5.1%	-14%	9%	2.2	65	-0.3%
Cc1cc(S(=O)(=O)NC(C)C)ccc1OCC(=O)NCc1ccccc1	-3%	1%	-6%	0.5%	-0.4%	-38%	12%[20 µM]	-1.0	100	0.1%
COc1nc(OC)nc(N2CCC(C(=O)NCC3CCCCC3)CC2)n1	4%	16%	3%	-6.6%	0.0%	-11%	25%	2.4	84	-0.1%
CCOc1cc(CN2CCN(Cc3ccc(C)o3)C(CCO)C2)ccc1OC (stereo not drawn)	2%	15%	6%	-4.6%	0.3%	4%	-9%[20 µM]	-1.5	104	-0.1%
Cc1csc(NC(=O)CCNC(=O)c2ccc([N+](=O)[O-])cc2)n1	-12%	6%	2%	-0.4%	0.5%	2%	11%	4.1	63	-0.1%
CCOC(=O)c1ccc(NC(=O)C2CCC(CNc3c(N4CCOCC4)c(=O)c3=O)CC2)cc1 (stereo not drawn)	5%	-17%	-13%	-6.2%	1.2%	-8%	36%	2.2	43	0.0%
O=C(COc1ccc2c3c(c(=O)oc2c1)CCCC3)NCc1ccncc1	0%	-15%	0%	4.8%	1.6%	-10%	-40%	0.4	64	-0.1%
O=C(O)/C=C\C(=O)NC1CCCCC1	4%	-1%	8%	1.0%	0.2%	8%	16%	0.4	99	-0.3%
O=C(Nc1ccc(N2CCOCC2)cc1)C1CCCN(S(=O)(=O)c2ccccc2)C1 (stereo not drawn)	-19%	-7%	8%	4.8%	1.6%	7%	21%	-0.6	74	-0.1%
O=c1ccc2cc(S(=O)(=O)NCc3ccccc3)ccc2[nH]1	-13%	-2%	2%	-2.6%	1.2%	47%	-34%[20 µM]	-0.8	58	-0.1%
CC(C)(C)OC(=O)[C@H](Cc1ccccc1)NC(=O)c1[nH]cnc1C(=O)Nc1ccc(Cl)cc1	11%	4%	7%	0.9%	0.2%	2%	22%	29	114	0.6%
CCn1c(-c2ccccc2)c(C(=O)CCl)c2ccccc21	-11%	-2%	-4%	8.6%	1.2%	80%*	-47%	3.8	46	0.4%
Cn1c(C(=O)N2CCC(C(N)=O)CC2)cc2c(=O)n(C)c3ccccc3c21	15%	2%	7%	-2.5%	0.5%	8%	23%	-0.5	53	0.3%
Cc1nc(C)c(C(=O)NNS(=O)(=O)c2ccc([N+](=O)[O-])cc2)s1	22%	9%	5%	7.1%	0.1%	-27%	5%	2.7	68	0.4%
COc1cc(CN2CCN(S(=O)(=O)c3ccc(NC(C)=O)cc3)CC2)cc(OC)c1O	-3%	7%	19%	1.5%	0.0%	-30%	-1%	-0.6	39	-0.2%
Next structures.
SMILES	GPR35 antagonists	GPR55 antagonists	MgcRacGAP inhibition	KOR beta-arrestin-1	K1F lysis inhibition	NOD1 NF-kB reporter	KOR beta-arrestin-2	NTR1 agonist	NTR1 agonist cell count 20 µM	GPR55 beta-arrestin
Cc1ccccc1OCC(O)Cn1c(SC(C)C)nc2c1c(=O)[nH]c(=O)n2C (stereo not drawn)	-17%	2%	11%	4.6%	-0.1%	3%	-3%	4.6	85	0.2%
COCc1nnc(NC(C)=O)s1	-3%	-2%	1%	-0.1%	3.4%	-44%	-32%	0.5	41	0.3%
O=C(Nc1ccc2nc(-c3ccc4nc[nH]c4c3)[nH]c2c1)c1cccs1	-4%	10%	7%	-3.8%	0.2%	4%	-3%	-1.3	75	0.2%
COc1cccc(CN2CCN(C(=O)c3oc4c(F)cccc4c3C)CC2=O)c1	6%	2%	-1%	0.0%	-0.3%	1%	-27%[20 µM]	-0.2	47	-0.2%
CC(C)CC(c1nnnn1Cc1ccccc1)N1CCN(C(=O)c2ccco2)CC1 (stereo not drawn)	0%	10%	3%	-2.3%	-0.3%	-4%	34%	1.4	59	-0.1%
CN(C)/N=C/c1ccc(Sc2ccc([N+](=O)[O-])cc2[N+](=O)[O-])o1	18%	13%	9%	-3.1%	1.4%	-35%	-31%	4.0	48	1.0%
COc1ccc(C2CC(c3ccc(Cl)cc3)Nc3nc(NC(=O)c4ccco4)nn32)cc1 (stereo not drawn)	8%	-4%	11%	1.0%	0.4%	-11%	28%	x	x	-0.1%
CCOC(=O)CC(NC(C)=O)c1ccc([N+](=O)[O-])cc1 (stereo not drawn)	6%	-1%	11%	-4.1%	4.3%	-7%	3%	1.4	43	-0.2%
Cc1[nH]n(-c2nc(-c3ccccc3F)cc(=O)[nH]2)c(=O)c1CCO	-6%	3%	11%	6.8%	0.0%	-2%	-5%[20 µM]	-0.9	48	0.2%
O=C(CN1CCOCC1)NNC(=O)c1ccc([N+](=O)[O-])cc1	-4%	6%	10%	-0.7%	0.5%	-24%	-17%	-0.2	65	-0.1%
O=C(Nc1ccc(F)cc1F)NC1CCN(Cc2c(F)cccc2Cl)CC1	-4%	4%	3%	2.5%	0.2%	-10%	33%	1.4	34	0.2%
CCOC(=O)CSc1nnc(CNC(=O)c2cccc(C)c2)n1C	11%	-4%	3%	-5.6%	0.1%	-22%	14%	-0.9	54	-0.4%
COc1cc(-c2cc3nc4ccccc4n3c(N)c2C#N)cc(OC)c1OC	-2%	1%	10%	2.3%	1.7%[50 µM]	-6%	3%	5.9	51	-0.1%
CC(=O)Nc1ccc(OC(=O)C(CCS(C)(=O)=O)N2C(=O)c3ccccc3C2=O)cc1 (stereo not drawn)	-4%	-4%	19%	1.4%	0.5%	-6%	-30%	-0.5	94	0.2%
Cc1onc(-c2c(F)cccc2Cl)c1C(=O)N1CCN(c2ncccn2)CC1	13%	8%	13%	-1.5%	0.2%	-31%	-11%	1.0	34	-0.2%
CCO[C@@H]1OC(C(=O)NCc2ccccc2)=C[C@H](c2ccc(Br)cc2)[C@H]1CCCO	-12%	-1%	5%	-1.0%	2.3%	-15%	-10%	5.4	84	-0.2%
NC(=O)CCC(=O)N1CCCC(C(=O)c2ccc(C(F)(F)F)cc2)C1 (stereo not drawn)	-1%	-1%	11%	-5.3%	0.9%	-21%	-26%[20 µM]	0.7	57	0.1%
O=C1SC(SCc2ccccc2Cl)=N/C1=C\c1ccc(C(=O)O)cc1	25%	24%	11%	0.8%	0.3%	-46%	-16%	2.6	50	-0.2%
Cc1ccccc1CN1CCN(C(C)C(=O)NCc2ccccc2)CC1 (stereo not drawn)	-7%	21%	1%	-1.7%	0.1%	-18%	-2%	0.0	47	-0.2%
CCC(=NCCc1c(C)[nH]c2ccc(OC(F)(F)F)cc12)C1=C(O)CC(c2ccccc2)CC1=O (stereo not drawn)	-13%	-8%	10%	-1.7%	0.5%	-20%	-20%	6.5	46	0.5%
COc1ccccc1NC(=O)CCC(=O)OCc1ccc(Br)cc1	-14%	3%	-8%	-4.5%	-0.2%	-17%	6%[20 µM]	1.0	41	-0.1%
O=C(CNC(=O)/C(=C\c1ccc(Br)cc1)NC(=O)c1ccccc1)OCc1ccccc1	3%	10%	6%	-1.8%	1.5%[50 µM]	-40%	11%	22	75	-0.1%
CCCNC(=O)c1nc(C)n(-c2cc(Cl)ccc2Cl)n1	-3%	-5%	11%	0.0%	10%	-45%	-29%	1.0	38	0.0%
CC(=O)Nn1cnc2c(c1=O)C1(CCCC1)Cc1ccccc1-2	-11%	1%	-2%	-4.4%	-0.5%	27%	-17%	-3.3	81	0.0%
Cc1ccn2c(c1)nc(=S)n2C(=O)c1ccco1	12%	-1%	x	-0.5%	x	-63%	-41%	6.2	46	0.3%
C=CCc1ccccc1OCC(=O)N/N=C/c1ccc(OC(C)=O)cc1OC(C)=O	0%	-12%	0%	0.7%	0.3%	-14%	11%	4.4	56	0.3%
Cc1cccc(-c2nc(C)cc(=O)[nH]2)c1	-4%	-6%	-1%	4.9%	-0.5%	-1%	-4%	2.0	45	0.3%
O=C(C[n+]1ccccc1)N/N=C/c1cc(Br)ccc1O	-5%	4%	26%	-4.6%	0.3%	3%	2%	-1.0	101	-0.1%
CCn1nnc(NC(=O)C(C)Oc2ccc(Cl)cc2Cl)n1 (stereo not drawn)	-4%	8%	-5%	-2.7%	-0.1%	-1%	-8%	1.2	86	-0.2%
CC(C)CCN1CCN(C/C=C/c2ccco2)CC1CCO (stereo not drawn)	0%	13%	14%	3.6%	0.1%	-9%	-23%	-0.2	66	0.4%

2 entries from above, with values under each structure:
Under each structure: GPR35 antagonists	GPR55 antagonists	MgcRacGAP inhibition	KOR beta-arrestin-1	K1F lysis inhibition	NOD1 NF-kB reporter	KOR beta-arrestin-2	NTR1 agonist	NTR1 agonist cell count 20 µM	GPR55 beta-arrestin
- CCO[C@@H]1OC(C(=O)NCc2ccccc2)=C[C@H](c2ccc(Br)cc2)[C@H]1CCCO
    -12%	-1%	5%	-1.0%	2.3%	-15%	-10%	5.4	84	-0.2%
- NC(=O)CCC(=O)N1CCCC(C(=O)c2ccc(C(F)(F)F)cc2)C1 (stereo not drawn)
    -1%	-1%	11%	-5.3%	0.9%	-21%	-26%[20 µM]	0.7	57	0.1%

Not all compounds are listed, so the mix of outcomes need not match the whole.
